Tau ThT inhib: qHTS for Inhibitors of Tau Fibril Formation, Thioflavin T Binding. AID 1460, 2008. recombinant tau K18 P301L, heparin-induced fibrillization, ThT fluorescence. Potency, µM (titrated, usually from 57.4 µM), without a hit: at the top dose activity, negative = inhibition, actives largely listed as inhibitors. 270,000 compounds, 2.1% hits. Microtubule-associated protein tau (Homo sapiens), P10636; also: nearly all actives have a fitted effect of over 55% in size
Target sequence (P10636 561-689 P618L limits assumed): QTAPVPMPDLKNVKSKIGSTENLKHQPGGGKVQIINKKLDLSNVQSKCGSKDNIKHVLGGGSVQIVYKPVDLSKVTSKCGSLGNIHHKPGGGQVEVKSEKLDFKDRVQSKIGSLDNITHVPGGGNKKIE
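Using a mix of unlabeled (15 uM) and Alexa 594-labeled (0.24 uM) tau K18 P301L, heparin-triggered fibrillization over 6 hr at 37 C was scored by ThT fluorescence.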
TexasRed fluor: Total Fluorescence Counterscreen for Inhibitors of the Interaction of Thyroid Hormone Receptor and Steroid Receptor Coregulator 2. TRb/SRC2 Texas Red total fluorescence interference. Potency, µM (doses to about 106 µM), without a hit: top-dose fluorescence change, negative = quenching. 280,000 compounds, 0.29% hits. AID 1479, 2009; active = well fitted curve in either direction with a large enough effect; inconclusive = small, poorly fitted or top-dose-only effect
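Human TRb ligand-binding domain at 0.6 uM with 20 nM Texas Red SRC2 peptide in Tris buffer containing 1 uM T3 and 5% DMSO, incubated with compound 5 h at ambient temperature. Total fluorescence (555/632 nm) calculated as parallel + 2 × perpendicular.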
aGal spleen mod: qHTS Assay for Inhibitors and Activators of Human alpha-Galactosidase From Spleen Homogenate. Alpha-galactosidase A (Homo sapiens), P06280. human spleen homogenate, 4MU-alpha-Gal fluorescence, 40 min. Potency, µM (series often up to 80 µM), for inactives: top-dose activity change, negative = inhibition, actives largely listed as inhibitors. 240,000 compounds, 0.008% hits;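 also: 0% = enzyme with vehicle and -100% = no enzyme basal signal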
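Human spleen homogenate (1 ug) was the enzyme source, with 4-methylumbelliferyl-alpha-D-galactopyranoside (1 mM final) in pH 5.0 citrate buffer with 0.01% Tween-20. Compounds were titrated; after 40 min at 37C, NaOH/glycine stop, 4-MU fluorescence read; AC50 from Hill fits.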
Tau fibril FP: qHTS for Inhibitors of Tau Fibril Formation, Fluorescence Polarization; K18 P301L tau heparin fibrillization, Alexa594 FP, 6 h; 280,000 compounds, 0.39% hits; Potency, µM (top dose mostly 57.7 µM), without a hit: at the highest dose activity, negative = inhibition, usual class: inhibitors; Microtubule-associated protein tau (Homo sapiens), P10636; also: nearly all actives have a fitted effect of over 55% in size
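Human tau K18 […] P301L fragment, 15 uM unlabeled plus 0.24 uM Alexa 594-labeled tau (final), with compound and 20 uM heparin in 100 mM sodium acetate pH 7; 6 hr at 37 C, then Alexa 594 FP read.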
L3MBTL1 inh: qHTS Assay for the Inhibitors of L3MBTL1. Lethal(3)malignant brain tumor-like protein 1 (Homo sapiens), Q9Y468. AlphaScreen L3MBTL1–H3K9me1 peptide binding. 230,000 compounds, 0.66% hits. Potency, µM (series often up to 57.1 µM), for the others: top-dose activity, negative = inhibition, usual class: inhibitors; also: nearly all actives have a fitted effect of over 60% in size
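L3MBTL1 (50 nM) pre-complexed 30 min with biotinylated H3(1-15)K9me1 peptide (75 nM), then compounds added for 30 min at room temperature; AlphaScreen streptavidin donor/nickel chelate acceptor beads (10 ug/mL final) read after 30 min dark incubation.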
ALDH1A1 block: qHTS Assay for Inhibitors of Aldehyde Dehydrogenase 1 (ALDH1A1) | Potency, µM (doses to about 75.3 µM), inactives show at the highest dose activity, negative = inhibition, most hits filed as inhibitors | 220,000 compounds, 7.3% hits | Purified ALDH1A1, NADH fluorescence, propionaldehyde substrate | Aldehyde dehydrogenase 1A1 (Homo sapiens), P00352; active = well fitted inhibition curve with a large enough effect, not every such curve was filed as active; inconclusive = small, poorly fitted or top-dose-only effect, or another doubt; inactive = no such curve, though single readings can be large or run the other way;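 also: plate controls were no enzyme wells and a reference inhibitor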
Target sequence (P00352 whole entry, looked up): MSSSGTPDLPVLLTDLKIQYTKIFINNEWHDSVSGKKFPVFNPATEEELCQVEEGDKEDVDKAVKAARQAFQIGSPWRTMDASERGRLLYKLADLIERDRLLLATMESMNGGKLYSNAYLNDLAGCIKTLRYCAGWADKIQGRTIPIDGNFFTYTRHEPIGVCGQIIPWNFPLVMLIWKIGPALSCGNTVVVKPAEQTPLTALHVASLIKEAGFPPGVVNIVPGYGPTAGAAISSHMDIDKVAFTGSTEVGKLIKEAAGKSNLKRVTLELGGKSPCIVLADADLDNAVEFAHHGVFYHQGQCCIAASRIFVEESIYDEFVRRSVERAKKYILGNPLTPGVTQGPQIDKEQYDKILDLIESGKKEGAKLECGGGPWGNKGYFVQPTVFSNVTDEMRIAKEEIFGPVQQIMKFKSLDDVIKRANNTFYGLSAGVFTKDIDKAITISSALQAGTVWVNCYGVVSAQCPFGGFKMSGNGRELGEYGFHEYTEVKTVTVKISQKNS
TRb SRC2 PPI: qHTS for Inhibitors of the Interaction of Thyroid Hormone Receptor and Steroid Receptor Coregulator 2. TRbeta-SRC2 peptide binding, fluorescence polarization; receptor liganded with 1 µM T3. Potency, µM (doses to about 106 µM), for the others: at the highest dose activity change, negative = inhibition, hits mostly inhibitors. 280,000 compounds, 0.065% hits. Thyroid hormone receptor beta (Homo sapiens), P10828;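 also: plate controls were bound peptide for no effect and peptide without receptor for full effect; nearly all actives have a fitted effect of over 50% in size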
Target sequence (P10828 whole entry, looked up): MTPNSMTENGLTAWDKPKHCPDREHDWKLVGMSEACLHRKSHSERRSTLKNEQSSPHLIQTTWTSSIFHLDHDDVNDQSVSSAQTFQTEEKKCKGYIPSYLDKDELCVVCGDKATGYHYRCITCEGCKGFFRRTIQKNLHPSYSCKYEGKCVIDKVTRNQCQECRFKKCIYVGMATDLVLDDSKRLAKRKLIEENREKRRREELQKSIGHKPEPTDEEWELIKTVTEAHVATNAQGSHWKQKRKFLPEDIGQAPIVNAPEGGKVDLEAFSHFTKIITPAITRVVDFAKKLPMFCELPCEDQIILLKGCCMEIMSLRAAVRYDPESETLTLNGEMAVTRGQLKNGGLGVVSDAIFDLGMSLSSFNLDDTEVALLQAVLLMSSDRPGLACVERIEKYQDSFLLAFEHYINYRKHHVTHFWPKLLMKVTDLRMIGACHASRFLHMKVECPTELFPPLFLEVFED
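Binding of a 20-amino-acid Texas Red SRC2 peptide (20 nM) to TRb ligand-binding domain (0.6 uM) with agonist T3 at 1 uM was followed by fluorescence polarization after a 5 hr room-temperature incubation.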
Tau fluor counter: Counterscreen qHTS for Inhibitors of Tau Fibril Formation, Fluorescence Polarization; Potency, µM (doses to about 57.7 µM), for inactives: top-dose activity change, negative = decrease; 280,000 compounds, 0.93% hits; tau K18 P301L Alexa594 fluorescence, heparin fibrillization; AID 1463, 2008; also: nearly all actives have a fitted effect of over 55% in size
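Human tau K18 P301L (15 uM unlabeled, 0.24 uM Alexa 594-labeled) in 100 mM sodium acetate pH 7 with 20 uM heparin, 6 hr at 37 C. ThT 30 uM added, 1 hr ambient; Alexa 594 FP and total fluorescence read at 555/632 nm.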
Starred values were filed as active, the others as inactive; ? = inconclusive; . = not tested or not shown; [ ] = another dose, or the depositor's remark. Unless noted, calls follow the shape of the dose curve; as a rule, active = well fitted curve in the direction sought with a large enough effect; inconclusive = small, poorly fitted or top-dose-only effect, or another doubt; inactive = no such curve, though single readings can be large; an effect the other way counts as inactive or inconclusive. Unless noted, % is scaled to controls: 0 for no effect and ±100 for the full control effect; potency is read from the fitted curve at half-maximal effect.

SMILES	Tau ThT inhib	TexasRed fluor	aGal spleen mod	Tau fibril FP	L3MBTL1 inh	ALDH1A1 block	TRb SRC2 PPI	Tau fluor counter
CCCOC(=O)c1ccc(NC(=O)c2ccc(Br)o2)cc1	4%	-3%[53 µM]	1%	2%	-14%	?	-4%[53 µM]	-21%
CCOc1cccc(-c2nnc3n2N=C(c2cc(OC)ccc2OC)CS3)c1	9%	-2%	?	?	-3%[11.4 µM]	28µM*	-5%	5%
Cc1cccc(CN2CCN(C(=S)Nc3ccccc3)CC2)c1	-9%	-3%	3%	9%	-11%	-8%	-4%	-17%
Cc1ccc2cc(C(c3nnnn3Cc3ccccc3)N3CCc4ccccc43)c(=O)[nH]c2c1 (stereo unspecified)	?	2%	7%	-1%	.	18µM*	-1%	-26%
O=C(NCCN1CCOCC1)c1cc2ccccc2o1	0%	-4%	-3%	4%	.	17%	3%	-3%
Cc1nn(-c2cccc(C(=O)O)c2)c(C)c1Oc1ccccc1O	-4%	0%	5%	6%	11%	13%	7%	0%
Cc1ccc(NC(=O)/C(=C/c2ccc([N+](=O)[O-])cc2)NC(=O)c2ccccc2)cc1	-19%	-2%	21%	10%	.	.	-8%	?
Cc1c(N2C(=O)CS/C2=N\N=C\c2ccccc2O)c(=O)n(-c2ccccc2)n1C	-13%	-2%	15%	-12%	-8%	-6%	-18%	-9%
CC(C)C1=CC2=CC[C@@H]3[C@](C)(CO)CCC[C@]3(C)C2CC1 (stereo partly specified)	-14%	-4%	3%	-4%	.	?	-3%	-7%
CCc1ccc(CNC(=O)c2ccc(Cn3c(=O)c4cccn4c4cccnc43)cc2)cc1	2%	-2%	.	-13%	.	.	-4%	-12%
COC(=O)c1ccccc1NC(=O)Nc1cc(C)cc(C)n1	-4%	2%	6%	-6%	-2%[11.4 µM]	-9%	-2%	-1%
Cc1ccc(S(=O)(=O)NC(=O)NC(C)(C)C)cc1	-4%	-2%	7%	1%	3%	7%	12%	2%
COC(=O)c1c(NC(=O)/C(C#N)=C/c2ccccc2)sc2c1CCC2	-17%	5%	.	-5%	.	.	-3%	-5%
COCCNC(=O)C(c1ccco1)N(C(=O)Cn1nnc2ccccc21)c1ccc(C)cc1C (stereo unspecified)	-3%	-5%	-3%	7%	-11%[11.4 µM]	12%	-4%	7%
CCc1cccc2c(C(=O)COC(=O)c3ccc([N+](=O)[O-])s3)c[nH]c12	7.1µM*	-1%	1%	-8%	-21%	13µM*	5%	11µM*[quencher]
O=C(CCCCCn1c(=O)[nH]c2ccccc2c1=O)N1CCN(Cc2ccc3c(c2)OCO3)CC1	?	3%	0%	?	.	?	-2%	-8%
CO/N=C/c1c(-c2ccccc2)nn(C)c1Cl	4%	2%	-5%	1%	21%	12%	-5%	5%
Cc1ccc(NC(=O)CN(C)CC(=O)Nc2ccccc2C#N)cc1	-3%	-3%	5%	0%	.	-1%	2%	-4%
COc1cccc2c1NC(C(=O)O)C1CC=CC21 (stereo unspecified)	16µM*	?	-2%	?	1.3µM*	8.9µM*	-19%	?
CCc1c(C)nc2c(C)cccc2c1SCCC#N	?	-1%[53 µM]	-8%	-1%	38%[activator]	7.9µM*	5%[53 µM]	-17%

Four compounds drawn at random from the list so far:
SMILES	Tau ThT inhib	TexasRed fluor	aGal spleen mod	Tau fibril FP	L3MBTL1 inh	ALDH1A1 block	TRb SRC2 PPI	Tau fluor counter
O=C(CCCCCn1c(=O)[nH]c2ccccc2c1=O)N1CCN(Cc2ccc3c(c2)OCO3)CC1	?	3%	0%	?	.	?	-2%	-8%
CCOc1cccc(-c2nnc3n2N=C(c2cc(OC)ccc2OC)CS3)c1	9%	-2%	?	?	-3%[11.4 µM]	28µM*	-5%	5%
CC(C)C1=CC2=CC[C@@H]3[C@](C)(CO)CCC[C@]3(C)C2CC1 (stereo partly specified)	-14%	-4%	3%	-4%	.	?	-3%	-7%
Cc1ccc(S(=O)(=O)NC(=O)NC(C)(C)C)cc1	-4%	-2%	7%	1%	3%	7%	12%	2%

More compounds.
SMILES	Tau ThT inhib	TexasRed fluor	aGal spleen mod	Tau fibril FP	L3MBTL1 inh	ALDH1A1 block	TRb SRC2 PPI	Tau fluor counter
CCOC(=O)Cn1c(=O)c2c(nc(N3CCCCC3)n2C)n(C)c1=O	4%	-3%	7%	6%	2%	-7%	-3%	7%
O=C(CCc1ccccc1)NC(=S)Nc1cc(C(F)(F)F)ccc1N1CCOCC1	-8%	1%	5%	-2%	-3%	?	-5%	-26%
NC(=O)C1CCN(c2oc(-c3ccccc3F)nc2S(=O)(=O)c2ccc(Cl)cc2)CC1	?	-1%	-6%	-4%	4%	?	2%	-3%
Cc1ccc2oc(=O)c3cnn(CC(=O)Nc4ccc(Br)cc4C)c3c2c1	-5%	-1%	.	-11%	.	.	-8%	-6%
CCOC(=O)CC1(C)NC(=O)c2c(C)sc(C(=O)OCC)c2N1 (stereo unspecified)	-16%	0%	1%	6%	5%	?	7%	-14%
N#Cc1c(NC(=O)CSc2nc(N)cc(=O)[nH]2)sc2c1CCCCCC2	-10%	-1%	1%	-12%	0%	2%	-6%	-13%
CCCCN(CCCC)C(=O)C1CC=CCC1C(=O)O (stereo unspecified)	1%	-5%	1%	-7%[2.34 µM]	-10%	1%	-7%	5%[2.34 µM]
COc1cc(/C=C/C(=O)OCC(=O)NCc2ccco2)cc(OC)c1OC	-1%	-2%	-8%	-2%	0%	?	-8%	1%
COc1ccc(CN(Cc2ccc(C(=O)O)cc2)C(=S)Nc2ccccc2C)cc1OC	-1%	-2%	8%	-3%	.	-1%	0%	2%
O=C(COc1cccc(Cl)c1)N1CCC(c2nc3ccccc3o2)CC1	-13%	-11%	.	-2%	.	.	-1%	-7%
O=C(CNc1cccc(C(F)(F)F)c1)N/N=C/c1cn(-c2ccccc2)nc1-c1ccccc1	0%	-4%	7%	8.9µM*	-3%	0%	0%	?
Cc1ccc(-c2nc3sc(CCNC(=O)c4ccc(F)c(F)c4)c(C)n3n2)cc1	-3%	-2%	.	?	.	.	-7%	-14%
CC(=O)c1c(C)[nH]c(C)c1C(C)=O	3%	2%	6%	15%	-1%	-3%	-3%	12%
O=[N+]([O-])c1cccc(NC(=S)N2CCOCC2)c1	-6%	-1%	3%	6%	6%	9%	8%	-3%
Cc1nc2nc(C)c(NS(=O)(=O)c3ccc(CC(C)C)cc3)c(=O)n2[nH]1	-4%	-2%	.	8%	.	.	2%	-2%
Cc1cc2cc3c(cc2nc1SCC(=O)OC(C)C)OCCO3	-17%	-2%	7%	1%	.	?	-2%	-22%
Cc1ccc(S(=O)(=O)CC(=O)c2ccc3c(c2)OCCO3)cc1	-11%	0%	-1%	-13%	-5%	.	1%	-13%
COc1ccccc1C1C=C(c2ccccc2)Nc2nnnn21 (stereo unspecified)	-5%	-2%	2%	3%	6%	?	-11%	-1%
Cc1oc(-c2ccc(Cl)cc2)cc1-c1nn2c(-c3ccco3)nnc2s1	?	-17%	-17%	-1%	-12%	?	3%	-10%
CCOc1cc(C=O)ccc1OCCSc1ccc(C)cc1	?	0%	3%	-18%	83%[activator]	?	6%	-20%
CCOC(=O)CNc1ncc([N+](=O)[O-])cc1C#N	-11%	6%	?	2%	-4%	-3%	2%	0%
O=C(NCc1ccco1)C(c1cccs1)N(Cc1ccccc1)C(=O)Cn1nnc2ccccc21 (stereo unspecified)	-11%	0%	-4%	-6%	-12%	-6%	2%	-11%
CC(=O)c1c(C)[nH]c(C(=O)OCC(=O)C(C)(C)C)c1C	-1%	-1%	-18%	-3%	2%	-2%	-8%	-5%
CC(C)CC(=O)Nc1nnc(S(=O)(=O)N(CC(C)C)c2ccccc2)s1	?	6%	.	-3%	.	.	-7%	-2%
COc1ccccc1Sc1nc(-c2ccccc2)ncc1OC	-18%	-2%	-3%	?	23%	5%	10%	?
COc1cccc(CNC(=O)c2cnc(N3CCCCC3)c3ccccc23)c1	-12%	-4%	.	-1%	.	.	-7%	-20%
COc1ccc(-c2nncnn2)cc1	?	0%	11%	-14%	18%[11.4 µM]	-11%	-5%	-12%
COc1ccc(NC(=O)CCCN2C(=O)/C(=C\c3ccco3)SC2=S)cc1	16µM*	?	-8%	?	-22%	25µM*	?	?
COc1ccc(-c2nc(NC(=O)c3cc(C(C)(C)C)nn3C)sc2C)cc1	-13%	3%	6%	1%	-2%	?	-23%	-16%
O=C(NCCc1ccccc1)c1n[nH]c(=O)c2ccccc12	-1%	-5%	8%	2%	7%	5%	-3%	6%
Cn1c(SCC(=O)NC2CCCCCC2)nnc1-c1cccs1	2%	-5%	-6%	4%	-3%	-3%	-17%	5%
O=C1N/C(=C/c2cccn2-c2ccccc2)C(=O)N1Cc1ccc(F)cc1	2%	-2%	0%	2%	1%	?	-2%	-14%
O=C(CSc1nnnn1-c1ccccc1)Nc1ncc(Cc2cccc(Cl)c2Cl)s1	-12%	-1%	-4%	-8%	-2%	15%	-2%	-16%
COc1cc(C(=O)O)cc(OC)c1OCc1cc(C(=O)O)oc1C	-8%	-4%	1%	-6%	?	13%	-2%	0%
COc1ccc(/C=N/NC(=O)c2ccncc2)cc1CN1CCOCC1	-4%	1%	-2%	0%	.	.	-1%	-3%
CCCNC(=O)COC(=O)/C=C/c1ccco1	5%	6%	1%	1%	-11%	-12%	-4%	-1%
COc1ccc(C(=O)CSC2=C(C#N)C3(CCCCC3)C(C#N)=C(N)N2)cc1	-12%	1%	4%	8%	-9%	8.9µM*	4%	?
Nn1c(SCC(=O)NC2CCS(=O)(=O)C2)nnc1-c1cccs1 (stereo unspecified)	-6%	2%	5%	-2%	5%	.	0%	-8%

Screens (PubChem)
